# Tau fibril FP – inhibitors of human tau fibril formation. P10636. K18 P301L tau heparin fibrillization, Alexa594 FP, 6 h. Potency, µM (titrated, usually from 57.7 µM), without a hit: at the highest dose activity, negative = inhibition, hits mostly inhibitors. 280,000 compounds, 0.39% hits; further: nearly all actives have a fitted effect of over 55% in size
# Target sequence (P10636 561-689 P618L limits assumed): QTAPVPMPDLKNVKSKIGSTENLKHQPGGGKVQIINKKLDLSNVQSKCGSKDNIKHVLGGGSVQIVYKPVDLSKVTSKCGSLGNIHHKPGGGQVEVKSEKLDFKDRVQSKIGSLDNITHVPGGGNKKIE
#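 K18 P301L tau (15 uM unlabeled/0.24 uM Alexa 594-labeled, final) + compound + heparin 20 uM final; 100 mM NaOAc pH 7; 6 hr 37 C; ThT 30 uM final added, 1 hr RT; FP ex 555/em 632 nm.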
# GLA spleen mod – inhibitors or activators of human alpha-galactosidase in spleen homogenate. human spleen homogenate, 4MU-alpha-Gal fluorescence, 40 min. Potency, µM (series often up to 80 µM), without a hit: at the top dose activity change, negative = inhibition, most hits filed as inhibitors. 240,000 compounds, 0.008% hits;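 further: 0% = enzyme with vehicle and -100% = no enzyme basal signal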
# Target sequence (P06280 32-429 limits assumed): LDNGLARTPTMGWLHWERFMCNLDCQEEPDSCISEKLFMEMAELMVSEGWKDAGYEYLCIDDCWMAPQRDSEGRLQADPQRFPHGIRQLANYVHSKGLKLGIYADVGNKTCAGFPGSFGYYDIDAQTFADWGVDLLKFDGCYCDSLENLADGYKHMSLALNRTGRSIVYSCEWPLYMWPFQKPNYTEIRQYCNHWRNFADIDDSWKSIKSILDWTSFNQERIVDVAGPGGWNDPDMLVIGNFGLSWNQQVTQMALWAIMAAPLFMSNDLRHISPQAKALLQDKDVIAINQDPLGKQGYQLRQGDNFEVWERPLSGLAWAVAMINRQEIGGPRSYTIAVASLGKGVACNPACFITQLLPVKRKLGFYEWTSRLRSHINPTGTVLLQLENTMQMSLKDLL
#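 Spleen homogenate 1 ug + cpd (titration) + 4-MU-alpha-D-galactopyranoside 1 mM; 37C 40 min; 50 mM citrate/phosphate pH 5.0, 0.01% Tween-20; stop pH 10; fluorescence 365/440; AC50 via Hill.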
# TexasRed fluor – counter-screen for TRb-SRC2 inhibitors: fluorescence interference | TRb/SRC2 Texas Red total fluorescence interference | Potency, µM (titrated, usually from 106 µM), inactives show top-dose fluorescence change, negative = quenching | 280,000 compounds, 0.29% hits; active means well fitted curve in either direction with a large enough effect; inconclusive means small, poorly fitted or top-dose-only effect
#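 Flags fluorescent or light-absorbing compounds by total fluorescence, S + 2P, at 555 nm excitation and 632 nm emission. Mixture: 20 nM Texas Red SRC2 peptide, 0.6 uM human TRb LBD, 1 uM T3, 5% DMSO; compound exposure 5 h at ambient temperature.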
# TRb-SRC2 inh – disrupts binding of human TR beta to SRC2. TRbeta-SRC2 peptide binding, fluorescence polarization; receptor liganded with 1 µM T3. Potency, µM (series often up to 106 µM), for inactives: top-dose activity change, negative = inhibition, most hits filed as inhibitors. 280,000 compounds, 0.065% hits;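 further: plate controls were bound peptide for no effect and peptide without receptor for full effect; nearly all actives have a fitted effect of over 50% in size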
# Target sequence (P10828 whole entry, looked up): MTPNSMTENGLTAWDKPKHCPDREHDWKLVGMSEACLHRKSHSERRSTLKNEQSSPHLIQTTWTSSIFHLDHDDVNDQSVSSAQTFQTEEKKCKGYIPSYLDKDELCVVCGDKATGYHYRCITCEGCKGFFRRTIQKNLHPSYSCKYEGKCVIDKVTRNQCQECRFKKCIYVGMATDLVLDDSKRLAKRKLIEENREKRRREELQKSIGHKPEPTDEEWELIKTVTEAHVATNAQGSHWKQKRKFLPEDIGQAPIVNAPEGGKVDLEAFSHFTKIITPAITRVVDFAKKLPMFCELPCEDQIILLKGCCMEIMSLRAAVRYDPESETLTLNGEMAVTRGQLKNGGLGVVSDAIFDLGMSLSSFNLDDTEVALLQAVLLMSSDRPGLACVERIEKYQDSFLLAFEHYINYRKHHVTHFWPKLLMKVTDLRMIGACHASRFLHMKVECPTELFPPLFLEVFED
#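 Each compound concentration gave % activity, normalized to unbound and bound Texas Red SRC2 controls, from polarization read after 5 hr ambient incubation with T3-loaded human TRb LBD.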
# Tau fluor counter – counter-screen for tau fibril formation inhibitors | tau K18 P301L Alexa594 fluorescence, heparin fibrillization | Potency, µM (top dose mostly 57.7 µM), without a hit: at the top dose activity change, negative = decrease | 280,000 compounds, 0.93% hits | AID 1463; further: nearly all actives have a fitted effect of over 55% in size
#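 Human tau K18 P301L (15 uM unlabeled, 0.24 uM Alexa 594-labeled) in 100 mM sodium acetate pH 7 with 20 uM heparin, 6 hr at 37 C. ThT 30 uM added, 1 hr ambient; Alexa 594 FP and total fluorescence read at 555/632 nm.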
# ALDH1A1 inh – ALDH1A1 (human) enzyme inhibition; P00352; Purified ALDH1A1, NADH fluorescence, propionaldehyde substrate; Potency, µM (highest dose often 75.3 µM), for inactives: at the top dose activity, negative = inhibition, most hits filed as inhibitors; 220,000 compounds, 7.3% hits; active means well fitted inhibition curve with a large enough effect, not every such curve was filed as active; inconclusive means small, poorly fitted or top-dose-only effect, or another doubt; inactive means no such curve, though single readings can be large or run the other way;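 further: plate controls were no enzyme wells and a reference inhibitor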
# Tau fibril ThT – inhibitors of human tau fibril formation, thioflavin T binding; P10636; recombinant tau K18 P301L (four-repeat tau fragment), heparin-induced fibrillization, ThT fluorescence; Potency, µM (top dose mostly 57.4 µM), for inactives: at the highest dose activity, negative = inhibition, usual class: inhibitors; 270,000 compounds, 2.1% hits; further: nearly all actives have a fitted effect of over 55% in size
#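 Aggregation was driven by heparin (20 uM final) acting on recombinant tau […] bearing P301L in 100 mM sodium acetate pH 7; fibrils were detected with Thioflavin T.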
# L3MBTL1 block – blocks human L3MBTL1. Q9Y468. AlphaScreen L3MBTL1–H3K9me1 peptide binding. Potency, µM (doses to about 57.1 µM), without a hit: top-dose activity, negative = inhibition, usual class: inhibitors. 230,000 compounds, 0.66% hits. AID 485360; further: nearly all actives have a fitted effect of over 60% in size
#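 First, the protein-peptide complex forms for 30 min at room temperature (L3MBTL1 50 nM, biotinylated H3K9me1 peptide 75 nM). Next, compounds are pin-transferred and incubated 30 min. Finally, AlphaScreen beads are added and read after 30 min.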
# Starred values were filed as active, the others as inactive; ? = inconclusive; . = no result given; [ ] = dose if it differs, or a comment. Unless noted, the call rests on the fitted dose curve; in most records, active means well fitted curve in the direction sought with a large enough effect; inconclusive means small, poorly fitted or top-dose-only effect, or another doubt; inactive means no such curve, though single readings can be large; an effect the other way counts as inactive or inconclusive. Unless noted, on the % scale 0 is the no-effect control and ±100 the full control effect; potency means the concentration at half of the fitted maximal effect.
[1] Cc1ccc(-n2ncc(C(=O)N3CCc4ccccc4C3)c2C2CCN(C(=O)OC(C)(C)C)CC2)cc1C
[2] OCCN1CCN(c2nc(-c3ccccc3)nc3c2oc2ccccc23)CC1
[3] N#Cc1c(NC(=O)c2ccccc2Cl)n(Cc2ccccc2)c2nc3ccccc3nc12
[4] CC(C)Oc1ccc(CC(=O)NNC(=S)Nc2ccccc2)cc1
[5] Cc1cccc(NC(=O)NC2CC(=O)N(c3ccc4c(c3)OCCO4)C2)n1 (stereo unspecified)
[6] CCOC(=O)COc1ccc(-c2nnn(CC(=O)Nc3ccccc3)n2)cc1
compound no.	1	2	3	4	5	6
Tau fibril FP	-21%	-6%	?	-3%	-7%	-7%
GLA spleen mod	.	5%	11%	0%	3%	.
TexasRed fluor	-8%	-5%	-14%	-3%	0%	0%
TRb-SRC2 inh	-5%	1%	?	5%	2%	5%
Tau fluor counter	5%	?	-29%	-12%	-23%	-4%
ALDH1A1 inh	.	-8%	?	.	4%	.
Tau fibril ThT	7%	5%	14µM*	-5%	?	?
L3MBTL1 block	.	-4%	10%	3%	.	.

# Just TexasRed fluor and L3MBTL1 block, for some of the entries so far:
entry	mol	TexasRed fluor	L3MBTL1 block
2	OCCN1CCN(c2nc(-c3ccccc3)nc3c2oc2ccccc23)CC1	-5%	-4%
6	CCOC(=O)COc1ccc(-c2nnn(CC(=O)Nc3ccccc3)n2)cc1	0%	.

# (continued)
[7] O=C(Cn1cnc2c(nnn2Cc2ccc(F)cc2)c1=O)NC1CCCC1
[8] CCCCSc1nc2c(c(=O)[nH]1)CCC2
[9] CCCCNC(=O)c1ccc2c(=O)n(-c3ccccc3)c(=O)[nH]c2c1
[10] CCCc1cc(Nc2cccc(OC)c2)n2ncnc2n1
[11] O=C(Nc1cccc2c1C(=O)NC2=O)c1ccc(N2C(=O)CCC2=O)cc1
[12] Cc1cccc(NC(=O)Cn2c(=O)n(CC3CCC(C(=O)NCCc4ccccc4)CC3)c(=O)c3ccccc32)c1C (stereo unspecified)
compound no.	7	8	9	10	11	12
Tau fibril FP	-9%	6%	2%	-9%	-2%	1%
GLA spleen mod	-6%	2%	.	-6%	-1%	.
TexasRed fluor	-1%	0%	-1%	-8%	1%	-1%
TRb-SRC2 inh	-10%	1%	-7%	-5%	1%	1%
Tau fluor counter	-11%	-9%	-1%	-10%	2%	-3%
ALDH1A1 inh	-6%	-12%	.	-1%	?	.
Tau fibril ThT	-10%	-12%	9%	-16%	0%	-5%
L3MBTL1 block	-3%	1%	.	6%	13%	.

[13] Cc1ccc(-n2c(SCC(=O)c3c(N)n(C)c(=O)n(C)c3=O)nc3sc4c(c3c2=O)CCCC4)c(C)c1
[14] COCCn1c(Sc2ccccc2)nc2c1c(=O)[nH]c(=O)n2C
[15] Cn1ncc(C(=O)N2CCN(c3ccc(F)cc3)CC2)c1C1CCN(C(=O)OC(C)(C)C)CC1
[16] Cc1c(Cl)cccc1-n1nc(C)c2c(C)cc(=O)n(CC(=O)N3CCCc4ccccc43)c21
[17] O=C(CSc1nnc(NC(=O)c2ccccc2C(=O)O)s1)Nc1ccccc1Cl
[18] COc1ccccc1NC(=S)NCc1ccc2c(c1)OCO2
compound no.	13	14	15	16	17	18
Tau fibril FP	?	-5%	-2%	-6%	-6%	-6%
GLA spleen mod	7%	0%	.	.	-3%	-15%
TexasRed fluor	-2%	-1%	-2%	-7%	1%	0%
TRb-SRC2 inh	10%	0%	-1%	0%	1%	2%
Tau fluor counter	-8%	-7%	-5%	-9%	-8%	1%
ALDH1A1 inh	1%	3%	.	.	11%	-4%
Tau fibril ThT	-3%	-5%	-1%	-17%	-8%	1%
L3MBTL1 block	-3%	6%	.	.	.	-2%

[19] O=C1CCN(C(=O)/C=C/c2ccccc2)c2ccccc21
[20] CCCc1nc2c(=O)n(C)c(=O)[nH]c2n1CCC
[21] Cc1ccc(N2C(=O)C3Sc4[nH]c(=O)sc4C(c4ccccc4)C3C2=O)cc1 (stereo unspecified)
[22] O=C(OC(C(=O)NC1CCCC1)c1ccncc1)C1=Cc2ccccc2OC1 (stereo unspecified)
[23] COc1cc(N2CCCC2)c(OC)cc1/C=C(/C#N)c1ccc(F)cc1
[24] COCc1nnc(NC(=O)c2ccc(S(=O)(=O)N(C)c3ccccc3)cc2)o1
compound no.	19	20	21	22	23	24
Tau fibril FP	-10%	4%	-4%	-5%	20%	-6%
GLA spleen mod	1%	-1%	1%	-1%	7%	8%
TexasRed fluor	-1%	0%	2%	-3%	-5%	3%
TRb-SRC2 inh	7%	-10%	-4%	-6%	-1%	2%
Tau fluor counter	-18%	1%	-6%	-2%	?	-5%
ALDH1A1 inh	-9%	-8%	?	-15%	-11%	-5%
Tau fibril ThT	-13%	-9%	-19%	4%	?	-9%
L3MBTL1 block	-3%	.	-6%	7%	?	15%

[25] Nc1nc2n(n1)C(c1ccco1)CC(c1ccc(Cl)cc1Cl)N2 (stereo unspecified)
[26] COc1ccc(S(=O)(=O)N2CCN(C(=O)c3cccc(Cl)c3)CC2)cc1
[27] COc1ccccc1CNc1nc2ccc(C)cc2n2nnnc12
[28] COc1ccc(N2CC(NC(=O)C(c3ccccc3)c3ccccc3)CC2=O)cc1 (stereo unspecified)
[29] Cn1nnc(C(O)CN2CCOCC2)n1 (stereo unspecified)
[30] Cc1ccc(CSCC(=O)NCCc2ccccc2)cc1
compound no.	25	26	27	28	29	30
Tau fibril FP	-1%	5%	-2%	-2%	-3%	0%
GLA spleen mod	-4%	1%	.	.	-11%	0%
TexasRed fluor	-3%	2%	-2%	2%	0%	-1%
TRb-SRC2 inh	-1%	6%	-1%	5%	11%	3%
Tau fluor counter	-3%	2%	-8%	-9%	-5%	-9%
ALDH1A1 inh	-1%	-4%	.	.	?	-4%
Tau fibril ThT	-5%	0%	0%	-7%	-6%	-9%
L3MBTL1 block	-15%	.	.	.	-15%	.

[31] CCc1ccc(S(=O)(=O)NCc2cccn2Cc2cccc(C)c2)cc1
[32] CSC1=NCCN1C(=O)c1ccco1
[33] Cc1ccc(CCNS(=O)(=O)c2ccc3c(c2)C(C(C)C)C(=O)N3)cc1 (stereo unspecified)
[34] O=C(Nc1ccc(F)c(F)c1)c1ccc(=O)n(Cc2ccc(F)cc2)c1
[35] O=C(NCCCN1CCCC1=O)c1ccccc1NS(=O)(=O)c1ccc(Br)cc1
[36] Nc1c(C(=O)NCC2CCCO2)c2nc3ccccc3nc2n1-c1ccccc1 (stereo unspecified)
compound no.	31	32	33	34	35	36
Tau fibril FP	6%	4%	-5%	?	-6%	2%
GLA spleen mod	.	-2%	.	.	-1%	?
TexasRed fluor	-1%	4%	0%	4%	1%	-3%
TRb-SRC2 inh	2%	-17%	0%	-2%	8%	-19%
Tau fluor counter	-19%	-4%	-24%	?	-9%	-17%
ALDH1A1 inh	.	?	.	.	?	?
Tau fibril ThT	-11%	-5%	-7%	0%	-13%	-14%
L3MBTL1 block	.	.	.	.	.	26%

[37] O=C(O)COc1ccccc1/C=N/NC(=O)CSc1nc2ccccc2s1
[38] O=C(COc1ccccc1)N1CCN(c2ccccc2)CC1
[39] CN1/C(=C\P(=O)(N(C)C)N(C)C)C(C)(C)c2ccccc21
[40] CC1CCCCC1NC(=O)CCCn1c(=S)[nH]c2ccccc2c1=O (stereo unspecified)
[41] COC(=O)/C(=C\Nc1cccc(Cl)c1C)c1ncc(C(F)(F)F)cc1Cl
[42] S=C1NC2(CCCCC2)Nc2ccccc21
compound no.	37	38	39	40	41	42
Tau fibril FP	-6%	9%	?	?	0%	-9%
GLA spleen mod	-11%	6%	8%	-4%	7%	8%
TexasRed fluor	1%	0%	?	0%	2%	-1%[53 µM]
TRb-SRC2 inh	7%	1%	26%	-1%	-6%	2%[53 µM]
Tau fluor counter	-22%	11%	?	-1%	-8%	0%
ALDH1A1 inh	.	9%	-4%	2%	5%	?
Tau fibril ThT	.	-10%	32µM*	-4%	-9%	-13%
L3MBTL1 block	.	-5%	-2%	.	.	-11%

[43] CCOC(=O)c1sc(=NC(=O)c2ccco2)n(C)c1C
[44] Cc1ccc(Cl)cc1-n1ncc2c(N3CCN(Cc4ccccc4)CC3)ncnc21
[45] Cc1cccc(C(=O)Nc2scc(CC(C)C)c2C(=O)O)c1
[46] CCOc1ccc(Nc2c(S(=O)(=O)c3ccc(C)cc3)cnc3ccc(OC)cc23)cc1
[47] COc1cc(NC(=O)CN2C(=O)C(c3ccc(Cl)cc3)=NC23CCCCC3)cc(OC)c1
[48] CC(=O)Nc1cc(C(=O)N(C)Cc2ccco2)ccc1Sc1ccc(Cl)cc1
[49] COc1ccc(CCNC(=O)c2sc(=S)n(C)c2N)cc1
compound no.	43	44	45	46	47	48	49
Tau fibril FP	-9%	?	4%	5%	?	0%	-7%
GLA spleen mod	2%	.	-14%	.	.	7%	?
TexasRed fluor	-1%	-3%	0%	-16%	-2%	?	2%
TRb-SRC2 inh	-2%	8%	-8%	1%	11%	-5%	-8%
Tau fluor counter	-4%	-14%	-1%	?	?	-3%	-3%
ALDH1A1 inh	-6%	.	?	.	.	-10%	-11%
Tau fibril ThT	-9%	-12%	-7%	?	3%	-9%	-5%
L3MBTL1 block	.	.	9%	.	.	-9%	6%

# In the list so far, these contain an aryl thioether with sulfur outside any ring:
[8] CCCCSc1nc2c(c(=O)[nH]1)CCC2
[13] Cc1ccc(-n2c(SCC(=O)c3c(N)n(C)c(=O)n(C)c3=O)nc3sc4c(c3c2=O)CCCC4)c(C)c1
[14] COCCn1c(Sc2ccccc2)nc2c1c(=O)[nH]c(=O)n2C
[17] O=C(CSc1nnc(NC(=O)c2ccccc2C(=O)O)s1)Nc1ccccc1Cl
[37] O=C(O)COc1ccccc1/C=N/NC(=O)CSc1nc2ccccc2s1
[48] CC(=O)Nc1cc(C(=O)N(C)Cc2ccco2)ccc1Sc1ccc(Cl)cc1
compound no.	8	13	14	17	37	48
Tau fibril FP	6%	?	-5%	-6%	-6%	0%
GLA spleen mod	2%	7%	0%	-3%	-11%	7%
TexasRed fluor	0%	-2%	-1%	1%	1%	?
TRb-SRC2 inh	1%	10%	0%	1%	7%	-5%
Tau fluor counter	-9%	-8%	-7%	-8%	-22%	-3%
ALDH1A1 inh	-12%	1%	3%	11%	.	-10%
Tau fibril ThT	-12%	-3%	-5%	-8%	.	-9%
L3MBTL1 block	1%	-3%	6%	.	.	-9%
